High-throughput results from PubChem.
m-calpain inh: blocks pig calpain II enzyme activity; purified calpain II, fluorogenic peptide substrate, 30 min; inhibition, % at 16 µM; hit rate 0.37% among 220,000; AID 1236;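 active = inhibition above about 50%, limit read from the data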
KCC2 mod: modulators of human KCC2 chloride dependent transport. Q9H2X9. KCC2 cells, thallium flux FluoZin-2 fluorescence. B-score of Tl+ flux slope (higher = more flux/activation; lower = inhibition) at 10 µM. hit rate 2.2% among 190,000;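 active = thallium flux slope and its plate-corrected score both differing from the plate sample mean at a set confidence after two filtering rounds, in either direction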;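 also: slope of fluorescence scaled to starting intensity during 10 to 20 s after thallium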
Target sequence (Q9H2X9 whole entry, looked up): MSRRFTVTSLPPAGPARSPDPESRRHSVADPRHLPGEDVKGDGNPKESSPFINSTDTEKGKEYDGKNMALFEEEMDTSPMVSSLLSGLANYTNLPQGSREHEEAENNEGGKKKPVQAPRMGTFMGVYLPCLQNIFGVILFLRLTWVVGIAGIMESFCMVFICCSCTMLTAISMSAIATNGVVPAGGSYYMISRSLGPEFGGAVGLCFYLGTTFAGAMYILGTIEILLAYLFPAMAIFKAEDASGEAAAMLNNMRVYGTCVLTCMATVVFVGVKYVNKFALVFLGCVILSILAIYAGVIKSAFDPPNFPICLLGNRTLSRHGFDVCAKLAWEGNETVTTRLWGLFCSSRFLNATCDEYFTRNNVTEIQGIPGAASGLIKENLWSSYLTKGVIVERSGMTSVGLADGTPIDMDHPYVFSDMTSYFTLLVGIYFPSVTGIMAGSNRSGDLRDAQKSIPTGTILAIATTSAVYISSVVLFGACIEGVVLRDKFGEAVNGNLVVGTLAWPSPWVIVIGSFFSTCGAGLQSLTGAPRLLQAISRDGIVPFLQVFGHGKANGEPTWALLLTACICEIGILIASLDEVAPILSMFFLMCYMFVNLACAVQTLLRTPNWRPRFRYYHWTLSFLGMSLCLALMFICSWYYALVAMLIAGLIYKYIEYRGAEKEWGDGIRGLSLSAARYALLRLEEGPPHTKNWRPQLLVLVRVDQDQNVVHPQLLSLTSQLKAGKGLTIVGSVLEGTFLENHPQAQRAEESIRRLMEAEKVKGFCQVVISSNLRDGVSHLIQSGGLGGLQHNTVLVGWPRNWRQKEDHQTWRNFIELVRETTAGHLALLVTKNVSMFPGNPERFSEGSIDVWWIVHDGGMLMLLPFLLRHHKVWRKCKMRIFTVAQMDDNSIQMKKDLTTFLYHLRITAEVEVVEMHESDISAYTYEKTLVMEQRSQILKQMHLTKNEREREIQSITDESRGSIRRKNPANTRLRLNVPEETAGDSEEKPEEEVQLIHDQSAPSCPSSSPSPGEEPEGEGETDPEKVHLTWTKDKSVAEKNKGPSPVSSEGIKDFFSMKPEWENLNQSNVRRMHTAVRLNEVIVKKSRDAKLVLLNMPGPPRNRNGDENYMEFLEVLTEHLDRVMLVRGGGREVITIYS
TRPN1 ag: zebrafish TRPN1 (NompC) channel agonism; AID 1424; activation, % at 3 µM; hit rate 0.18% among 220,000; HEK293 zebrafish TRPN1-YFP, Fluo-8 calcium fluorescence; 100% = response to 87 µM carbachol;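 active = activation above its plate's cutoff, the mean activation of test wells on that plate plus 3 SD, cut at about 19% in these data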;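 also: 0% = DMSO alone and 100% = 87 µM carbachol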
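Control set: carbachol 87 µM as high control, DMSO as low control; system: HEK293 stable line with zebrafish TRPN1-YFP; read-out: % activation versus carbachol response; detection: intracellular calcium fluorescence with Fluo-8; doses: single test compound dose, 3 µM nominal, 0.3% DMSO; schedule: dye 1 h 37 °C plus 30 min RT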
TbHK1 inh: blocks Trypanosoma brucei hexokinase 1 activity; AID 1430; recombinant TbHK1, G6PDH-coupled NADH A340; hit rate 0.11% among 220,000; inhibition, % at 10 µM;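 active = inhibition of 50% or more in the single-dose primary screen; inactive = inhibition below 50%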
Furin inh: inhibitors of human furin. P09958. purified furin, fluorogenic substrate cleavage. inhibition, % at 30 µM. hit rate 0.061% among 220,000; in the data active = inhibition above about 25%; also: inactives centre near -15
PPC-1+TRAIL kill: PPC-1 cancer cell killing with TRAIL present; PPC-1 cells + TRAIL, ATPLite viability luminescence; cell killing (% activity), % at 4 µM; hit rate 0.41% among 220,000;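 active = cell killing above 50% in the first pass at 4 µM, then a duplicate retest at 5 µM averaging 50% or more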;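 also: plate controls were cells with TRAIL plus DMSO for no effect and medium-only wells lacking cells for full effect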
thrombin 1536: inhibitors of human thrombin; P00734; alpha-thrombin, Boc-VPR-AMC fluorogenic substrate cleavage; inhibition, % at 5 µM; hit rate 0.26% among 220,000; AID 1046;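 active = inhibition at or above 40%; inactive = inhibition below 40%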;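 also: 0% = enzyme with no compound and 100% = wells without enzyme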
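System: human alpha-thrombin protein; Compound dosing: one concentration per compound, 5 µM, with 0.2% DMSO; Timing: reaction at room temperature; Technique: AMC fluorescence, 355/460 nm; Controls: enzyme without compound as high, wells lacking enzyme as low.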
EBV gp42 block: inhibitors of Epstein-Barr virus glycoprotein 42. inhibition, % (tested at 21.74 µM). hit rate 0.42% among 220,000. Fluorescence polarization binding assay, mP read-out. Q1HVG2; in the data active = inhibition above about 50%
TRPML3 agonist: agonists of human TRPML3 channel; AID 1448; HEK293 TRPML3-YFP, Fluo-8 calcium fluorescence; 100% = the carbachol control signal; hit rate 0.29% among 220,000; activation, % at 3 µM;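 active = activation above its plate's cutoff, the mean activation of the plate's test wells plus 3 SD, cut at about 12% in these data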;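 also: 0% = DMSO only wells and 100% = carbachol wells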
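Material: TRPML3-YFP stable HEK293 cells | Dosing: One concentration, 3 µM nominal, 0.3% DMSO | Timing: 125 s total fluorescence read per well | Technique: Fluo-8 calcium dye fluorescence, ex 470-495, em 515-575 nm | Measure: Percent activation from peak-to-basal fluorescence ratio, scaled between DMSO and carbachol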
* marks the source's active call; other numbers are inactive results; . = no result given; [ ] = another dose, or the depositor's remark.

1) O=C([C@H](O)c1ccccc1)N1CCC[C@H]1CO
2) O=C(CCNS(=O)(=O)c1cccc2nsnc12)NCCC1=CCCCC1
3) CCOC(=O)/C(C#N)=C/c1c(N2CCN(Cc3ccc4c(c3)OCO4)CC2)nc2c(C)cccn2c1=O
4) CCC(=O)Nc1cccc(-c2cnc3ccccc3n2)c1
5) CC(=O)Nc1nnc(SCC(=O)N2CCN(Cc3ccccc3)CC2)s1
6) COc1ccc(C(=S)N2CCN(C)CC2)cc1Br
7) CC(C)CC1C2C(=O)N(c3ccccc3)C(=O)C2ON1c1ccccc1 (centres undefined)
8) CC(C)(C)c1ccc(S(=O)(=O)NCC(=O)Nc2sc3c(c2C(N)=O)CCCC3)cc1
Compound	1	2	3	4	5	6	7	8
m-calpain inh	-6	-43	-21	21	-15	-22	-20	-61
KCC2 mod	.	-0.49	0.18	-0.84	0.025	.	-0.38	-0.81
TRPN1 ag	0.2	-1.3	2.8	0.2	3.3	-0.5	-0.6	-0.2
TbHK1 inh	0	-4	-20	-21	-9	1	-13	-2
Furin inh	-25	-7	14	1[20 µM]	-14[20 µM]	-10	-13	-7[20 µM]
PPC-1+TRAIL kill	15	-7	17	2	19	7	-10	27
thrombin 1536	-2	-7	-1	2	1	2	-9	-16
EBV gp42 block	-10	-14	-22	-9	-1	-12	0	1
TRPML3 agonist	0.9	0.1	-0.3	0.1	1.5	0.0	2.6	0.8

9) COc1ccc(CCNC(=O)CSc2nnnn2-c2ccccc2OC)cc1OC
10) Cc1ccc(C(=O)N/N=C/c2ccc(-c3ccccc3[N+](=O)[O-])o2)cn1
11) Fc1ccccc1NC(=S)Nc1ccc(Br)cc1
12) CSC1=NCCN1C(=O)C(C)Oc1ccccc1 (centres undefined)
13) O=c1c2ccc([N+](=O)[O-])c3cccc(c32)c2nc3ccccc3n12
14) Cc1cnn(CCC(=O)NNC(=S)Nc2ccccc2)c1
15) CC(C)(C)NS(=O)(=O)c1ccc(CCC(=O)Nc2ccc3c(c2)OCCO3)cc1
16) O=C1CN(C(=O)c2ccc(Br)o2)C(c2ccccc2)c2cc(F)ccc2N1 (centres undefined)
Compound	9	10	11	12	13	14	15	16
m-calpain inh	14	18	-14	-41	21	17	2	12
KCC2 mod	-0.85	-2.3	1.2	0.096	0.87	1	-0.2	0.14
TRPN1 ag	-0.7	0.3	0.3	0.0	0.3	0.7	-0.2	0.4
TbHK1 inh	-1	-47	0	9	2	4	4	-2
Furin inh	-15	3	-16	-24	-6[20 µM]	-5[20 µM]	-21	-25
PPC-1+TRAIL kill	3	26	1	-6	12	3	-3	0
thrombin 1536	5	3	-17	-8	-6	4	-5	-4
EBV gp42 block	-16	2	1	4	-3	8	-5	-19
TRPML3 agonist	0.5	-0.2	1.2	-0.1	0.8	0.2	0.6	-0.1

17) CCC(=O)Nc1ccccc1C(=O)OCC(=O)c1ccccc1
18) O=C(Cn1nc(C(=O)O)c2ccccc2c1=O)Nc1ccc2c(c1)C(=O)c1ccccc1C2=O
19) Cc1ccc(C(=O)COc2nc(C)nc3ccccc23)cc1
20) O=C(NC1CCSC1=O)c1ccccc1 (centres undefined)
21) COc1cccc(/C=N/NC(=O)c2ccc(N(C)S(=O)(=O)c3ccccc3)cc2)c1OC
22) CN(C)c1cc(-c2cccc([N+](=O)[O-])c2)oc(=O)c1Cl
23) FC(F)(F)c1ccc(C2Nc3cccc4cccc(c34)N2)cc1
24) CCC(=O)N/C(N)=N/c1nc(C)c2cc(OC)ccc2n1
Compound	17	18	19	20	21	22	23	24
m-calpain inh	-20	19	40	-12	-88	10	1	-129
KCC2 mod	-0.87	0.03	-0.67	0.64	0.3	0.0078	.	0.027
TRPN1 ag	-1.5	1.0	-0.9	1.3	2.9	-0.1	0.8	-1.4
TbHK1 inh	4	-10	-5	3	-9	-1	-2	-2
Furin inh	-11	-12	-18	-21[20 µM]	-24	-3	-12	-13[20 µM]
PPC-1+TRAIL kill	13	3	28	-2	8	4	0	21
thrombin 1536	-4	-3	-4	-5	-11	-4	2	-1
EBV gp42 block	8	-1	-14	0	8	-2	4	-15
TRPML3 agonist	-1.3	-0.2	-0.2	-0.1	1.2	0.8	0.7	1.6

25) c1csc(C(c2nnnn2C2CCCC2)N2CCOCC2)c1 (centres undefined)
26) CCC(C)c1ccc(NC(=S)NCCn2cc(Br)cn2)cc1 (centres undefined)
27) O=C(NC(NC(=O)c1ccccc1)C(=O)c1ccccc1)c1ccccc1
28) Cc1ccc2c(c1)cc(CN(CCc1ccccc1)C(=O)N1CCOCC1)c1nnnn12
29) CN1C(C)(C)CC(NC(=O)CCC(=O)NC2CC(C)(C)N(C)C(C)(C)C2)CC1(C)C
30) COC(=O)c1cc(NC(=O)c2c(F)c(F)c(F)c(F)c2F)cc(C(=O)OC)c1
31) Cc1ccc(S(=O)(=O)NCCSC(C)(C)C)cc1
32) CCCCCCCCNc1ncnc2ccccc12
Compound	25	26	27	28	29	30	31	32
m-calpain inh	-20	25	1	-14	.	14	6	42
KCC2 mod	1.1	-0.31	-0.074	-0.47	0.91	-1.3	-0.019	.
TRPN1 ag	0.5	-0.7	0.3	-0.2	0.0	2.0	-0.4	8.4
TbHK1 inh	-1	15	3	4	6	-1	6	-1
Furin inh	-18	-17	-18[20 µM]	-18	-22[20 µM]	-11	-15[20 µM]	-18[20 µM]
PPC-1+TRAIL kill	6	1	1	-2	.	11	19	6
thrombin 1536	1	-1	-5	-2	.	-9	-5	-3
EBV gp42 block	-22	0	-9	-8	.	-14	-12	-18
TRPML3 agonist	0.1	0.3	0.0	0.1	0.5	1.1	-0.4	3.5

Full records, looked up by structure. Order of screens: m-calpain inh, KCC2 mod, TRPN1 ag, TbHK1 inh, Furin inh, PPC-1+TRAIL kill, thrombin 1536, EBV gp42 block, TRPML3 agonist
CC(C)CC1C2C(=O)N(c3ccccc3)C(=O)C2ON1c1ccccc1 (centres undefined) is listed as -20, -0.38, -0.6, -13, -13, -10, -9, 0, 2.6
O=C(CCNS(=O)(=O)c1cccc2nsnc12)NCCC1=CCCCC1 is listed as -43, -0.49, -1.3, -4, -7, -7, -7, -14, 0.1
COc1ccc(CCNC(=O)CSc2nnnn2-c2ccccc2OC)cc1OC is listed as 14, -0.85, -0.7, -1, -15, 3, 5, -16, 0.5
CC(C)(C)c1ccc(S(=O)(=O)NCC(=O)Nc2sc3c(c2C(N)=O)CCCC3)cc1 is listed as -61, -0.81, -0.2, -2, -7[20 µM], 27, -16, 1, 0.8

Carrying on:
33) Cc1cc(NC(=O)CSc2nnnn2C2CCCC2)no1
34) Cc1cccc(-c2noc(-c3ccno3)n2)c1
35) Nc1nc(SCC(=O)Nc2ccc(Br)cc2F)n[nH]1
36) CN1C(=S)SC(/[N+]([O-])=C\c2ccccc2F)C1(C)C (centres undefined)
37) C[N+]1(CCOc2ccc([N+](=O)[O-])cc2)CCOCC1
38) Cc1ccc(CN(Cc2cc3cc4c(cc3[nH]c2=O)OCCO4)Cc2nnnn2Cc2ccco2)cc1
39) O=C(NN1C(=O)/C(=C\c2cccnc2)SC1=S)C(c1ccccc1)c1ccccc1
40) O=C(/C=C/c1ccc2c(c1)OCO2)Nc1nc2ccccc2s1
Compound	33	34	35	36	37	38	39	40
m-calpain inh	-9	-12	-5	-15	-4	-409	-81	-88
KCC2 mod	.	1.3	0.69	-0.057	0.2	.	-0.86	0.59
TRPN1 ag	0.2	1.1	0.6	2.0	1.1	-1.1	0.2	-0.5
TbHK1 inh	0	-7	4	-7	-9	-18	-16	-1
Furin inh	-12	-31	-5[20 µM]	-23	3[20 µM]	-16[20 µM]	-8	-14
PPC-1+TRAIL kill	20	-1	10	8	-11	4	19	17
thrombin 1536	5	-1	5	-3	0	0	-10	-15
EBV gp42 block	-20	0	-12	-5	-36	-24	-1	-20
TRPML3 agonist	0.5	0.2	0.6	0.4	0.0	0.6	0.3	1.0

41) CC/C(=N\NC(N)=O)c1ccc(OC(F)F)cc1
42) CCCC(=O)Nc1cc(C)c(NC(=O)c2ccccn2)cn1
43) COc1ccc(-c2cc(=O)c3ccccc3[nH]2)cc1
44) CC(c1ccco1)N(C(=O)COc1ccccc1[N+](=O)[O-])c1ccccn1 (centres undefined)
45) CCNc1nc(NCC)nc(N/N=C/c2ccc(O)c(OC)c2)n1
46) CCN(CC)c1ccc(C(=O)OCC(=O)Nc2ccc3[nH]c(=O)[nH]c3c2)cc1
47) O=C1c2ccccc2C(=O)N1CCC(c1ccc(F)cc1)c1ccco1 (centres undefined)
48) O=C(NCCNc1nccc(C(F)(F)F)n1)c1cccc(C(F)(F)F)c1
Compound	41	42	43	44	45	46	47	48
m-calpain inh	1	12	-113	11	-12	-10	-32	6
KCC2 mod	-0.65	.	0.074	0.36	.	0.29	-1.4	-0.83
TRPN1 ag	1.6	0.3	-1.0	-0.1	0.6	-1.2	-1.1	-0.5
TbHK1 inh	1	-5	-13	-11	-45	-21	6	-4
Furin inh	-3	-16	-29	-13[20 µM]	-7	-2	-7[20 µM]	-15
PPC-1+TRAIL kill	16	38	-7	17	9	18	28	5
thrombin 1536	-9	11	-1	-5	1	-5	6	-9
EBV gp42 block	6	1	-1	1	-12	-1	-6	-2
TRPML3 agonist	0.2	1.1	0.8	-0.3	0.0	0.0	0.0	0.8

49) COc1cccc(CC2(CO)CCCN(Cc3cc4ccccc4[nH]3)C2)c1 (centres undefined)
50) CN(C)c1ccc(/C=N/NC(=O)c2cccc(C(=O)N/N=C/c3ccc(N(C)C)cc3)n2)cc1
51) Cc1ccccc1OCCCC(=O)Nc1ccccc1C(F)(F)F
52) c1ccc(-c2nc(NC3CC3)nc(-n3ccnc3)n2)cc1
Compound	49	50	51	52
m-calpain inh	-4	-46	19	16
KCC2 mod	0.079	0.74	0.025	-0.029
TRPN1 ag	7.0	0.9	-1.9	1.1
TbHK1 inh	-8	-7	-1	3
Furin inh	-26	-11	-2[20 µM]	-25
PPC-1+TRAIL kill	6	.	2	10
thrombin 1536	-5	-12	-1	12
EBV gp42 block	0	-2	0	9
TRPML3 agonist	3.1	0.8	-1.3	-0.1
